Compound activity deposited in PubChem BioAssay by several laboratories.
STEP block = inhibitors of human striatal-enriched phosphatase STEP; recombinant STEP, OMFP fluorogenic substrate, fluorescence; inhibition, % at 20 µM; 360,000 compounds, 0.25% hits; AID 588621; P54829;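 active means inhibition at 20 µM, scaled per plate between control wells, above about 37%, limit read from the data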;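 further: 0% = DMSO with enzyme and substrate and 100% = substrate only without enzyme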
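material = STEP tyrosine phosphatase | reagent = fluorogenic phosphatase substrate OMFP at 25 µM final | doses = single compound dose of 20 µM, 1% DMSO final | schedule = 20 min reaction, room temperature, in the dark | measured by = fluorescence, 480/540 nm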
Scp-1 inhibitor = Scp-1 (human) phosphatase inhibition. Recombinant Scp1, phosphopeptide, malachite green phosphate absorbance. Q9GZU7. inhibition, % at 20 µM. 340,000 compounds, 0.88% hits;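 active means inhibition above about 50% at 20 µM, limit read from the data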;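 further: plate controls were DMSO wells with enzyme for no effect and wells lacking enzyme for full effect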
Target sequence (Q9GZU7 76-261 limits assumed): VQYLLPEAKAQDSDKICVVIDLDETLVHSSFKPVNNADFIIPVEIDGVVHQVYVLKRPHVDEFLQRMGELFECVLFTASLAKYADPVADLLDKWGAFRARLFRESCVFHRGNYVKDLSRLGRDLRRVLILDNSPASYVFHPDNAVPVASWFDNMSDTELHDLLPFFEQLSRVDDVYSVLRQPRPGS
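Test system: SCP-1 phosphatase catalytic domain, residues 76-261; measured by: colorimetric phosphate reagent with accelerator and stabiliser, absorbance at 630 nm; timing: enzyme reaction 45 min at room temperature, colour 5 min, stabilisation 30 min; also added: Phosphorylated 17-residue peptide substrate; compound dosing: one concentration, 20 µM, with 1.0% DMSO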
LMPTP block = blocks human LMPTP phosphatase | recombinant LMPTP-A, OMFP fluorogenic substrate, fluorescence intensity | AID 651560 | 360,000 compounds, 0.22% hits | P24666 | inhibition, % at 20 µM;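 active means compounds that cut the enzyme signal by at least half of the control window in the single-dose screen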;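 further: plate controls were DMSO wells with enzyme plus substrate for no effect and substrate without enzyme for full effect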
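Assay system: LMPTP-A phosphatase enzyme | Input: 0.625 nM enzyme | Also added: Fluorogenic phosphatase substrate OMFP at 400 µM final | Compound dosing: One test concentration per compound, 20 µM, with 3% DMSO overall | Schedule: 50 min enzyme reaction at room temperature, protected from light | Signal: Fluorescence intensity | Benchmarks: no-enzyme and uninhibited controls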
SUMO1-SIM PPI = modulators of human SUMO1-mediated protein-protein interactions; P63165; SUMO1 binding to a labelled peptide, TR-FRET, 1 h; inhibition, % at 20 µM; 360,000 compounds, 0.33% hits; AID 602429; in the data active means inhibition above about 37%
Target sequence (P63165 whole entry, looked up): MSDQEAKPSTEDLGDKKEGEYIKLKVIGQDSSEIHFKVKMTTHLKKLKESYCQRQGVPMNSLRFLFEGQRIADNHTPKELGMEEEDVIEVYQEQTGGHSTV
DNMT1 inh = blocks human DNA methyltransferase DNMT1; P26358; DNMT1 molecular beacon, Hinp1I cleavage, fluorescence; inhibition (reported as % activation of signal), % at 10 µM; 360,000 compounds, 0.83% hits; AID 588458; in the data active means inhibition above about 50%
Rpn11 inh = Rpn11 (human) deubiquitinase inhibition; O00487; human 26S proteasome, Ub4-pepOG fluorescence polarization; 20S core pre-blocked with epoxomicin; calls only at 20 µM; 360,000 compounds, 0.59% hits;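 active means inhibition at 20 µM, scaled to each plate's controls, above about 33%, limit read from the data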
Target sequence (O00487 whole entry, looked up): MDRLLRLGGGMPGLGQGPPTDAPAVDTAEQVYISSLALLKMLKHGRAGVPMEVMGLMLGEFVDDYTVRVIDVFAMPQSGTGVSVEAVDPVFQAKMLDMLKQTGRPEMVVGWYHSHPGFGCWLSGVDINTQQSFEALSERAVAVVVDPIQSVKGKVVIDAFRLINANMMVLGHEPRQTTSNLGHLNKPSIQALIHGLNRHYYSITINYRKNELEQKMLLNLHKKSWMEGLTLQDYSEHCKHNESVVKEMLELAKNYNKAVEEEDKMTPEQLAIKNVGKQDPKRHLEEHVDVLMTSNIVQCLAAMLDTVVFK
Neddyl block = inhibitors of human cullin neddylation | 360,000 compounds, 0.58% hits | calls only at 25 µM | TR-FRET cullin neddylation, biochemical | P61081+Q13564; in the data active means inhibition above about 36%
NadD block = inhibitors of Staphylococcus aureus NadD; purified NadD enzyme, colorimetric absorbance read-out; inhibition, % at 20 µM; 360,000 compounds, 0.78% hits; in the data active means inhibition above about 26%; further: some compounds past the cut are filed as inactive
CSN deneddyl inh = CSN deneddylation inhibition. Q92905. Purified CSN, SCF-Nedd8-OG deneddylation, fluorescence polarization. inhibition, % at 12.5 µM. 360,000 compounds, 0.38% hits. AID 651999;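 active means pattern-corrected inhibition above about 35%, with an unprinted fluorescence ratio check between 0.5 and 1.5, limit read from the data, passing the limit was not always enough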;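 further: 0% = enzyme with substrate and 100% = substrate without enzyme; some results filed as inactive read as strong as hits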
Target sequence (Q92905 whole entry, looked up, one chain of several): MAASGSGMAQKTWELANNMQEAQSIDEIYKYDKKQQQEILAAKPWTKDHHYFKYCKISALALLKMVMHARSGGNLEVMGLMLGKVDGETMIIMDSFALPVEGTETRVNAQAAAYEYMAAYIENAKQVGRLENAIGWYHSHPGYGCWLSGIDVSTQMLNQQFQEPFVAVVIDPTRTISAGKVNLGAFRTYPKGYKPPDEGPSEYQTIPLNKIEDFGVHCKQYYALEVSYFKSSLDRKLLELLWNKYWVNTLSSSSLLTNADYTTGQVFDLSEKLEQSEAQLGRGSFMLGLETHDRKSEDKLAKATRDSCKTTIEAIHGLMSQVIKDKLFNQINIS
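Material: human Csn5 produced in HEK293T cells; Input: enzyme 0.24 nM; Reagent: SCFSkp2-Nedd8OG substrate at 10 nM final; Dosing: 12.5 µM compound; Incubation: 90 min reaction at room temperature; Detection: fluorescence polarization of the substrate; Evaluation: % inhibition of substrate cleavage by Csn5; Control set: substrate-only high control, full reaction low control.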
Rin1 Abl inh = blocks binding of human Rin1 to Abl; P00519+Q13671; TR-FRET Rin1/Abl binding, biochemical; inhibition, % at 7.35 µM; 360,000 compounds, 0.4% hits; AID 588664; in the data active means inhibition above about 5%, passing the limit was not always enough
* hit, by the source's call; i = inactive; · = not tested or not shown; & = joins results of further samples. Rows are unselected; any-hit rate near 3.8%.

STEP block	Scp-1 inhibitor	LMPTP block	SUMO1-SIM PPI	DNMT1 inh	Rpn11 inh	Neddyl block	NadD block	CSN deneddyl inh	Rin1 Abl inh	molecule
3	4	-1.6	0	11	i	i	-9	0	4	CN(C)CCN(C(=O)CCS(=O)(=O)c1ccccc1)c1nc2cc3c(cc2s1)OCO3
0	-5	-1.1	-32	2	i	i	0	3	-5	COc1cccc(/C=C2\SC(=O)N(CC(=O)NC3CCS(=O)(=O)C3)C2=O)c1 (stereo not given)
-2	0	0.9	0	1	i	i	6	0	3	COc1ccc(N2CCSC2C(=O)NN)cc1 (stereo not given)
1	-3	0.2	-13	4	i	i	11	1	0	C=CCN1C(=O)/C(=C2/Sc3ccc(OC)cc3N2C)SC1=NCc1ccccc1
3	23	2.0	1	6	i	i	-2	-3	3	CCC1(c2ccc(F)cc2)NC(=O)N(CC(=O)N2c3ccccc3NC(=O)C2(C)C)C1=O (stereo not given)
-2	0	-1.3	-22	-1	i	i	-1	2	1	O=C(c1ccc(-n2cncn2)c([N+](=O)[O-])c1)N1CCN(S(=O)(=O)c2ccccc2Br)CC1
-1	-3	-1.3	1	-2	i	i	-2	-3	2	O=C(Nc1ccc(N2CCOCC2)c(Cl)c1)c1ccc2c(c1)OCCO2
8	0	-0.9	2	3	i	i	0	-2	-1	CC1CCN(C(=O)CSc2nnc(CSc3ncccn3)n2C)CC1
0	-5	0.0	-1	4	i	i	1	2	3	O=C(NNC(=O)c1ccccc1-n1cccc1)c1cncc(Br)c1
0	·	0.4	2	3	i	i	-4	-8	-1	COc1ccccc1CN1C(=O)C(C)ON=C1c1ccccc1F (stereo not given)
0	-5	-2.0	2	-2	i	i	-6	0	2	CCC(COC(=O)Nc1ccccc1)NC(=O)OC(C)C (stereo not given)
0	-12	1.4	0	3	i	i	6	6	3	O=C(CC12CC3CC(CC(C3)C1)C2)NC(=S)NCc1ccccc1
-2	92*	-2.4	3	1	i	i	-2	2	1	CC(C)S(=O)(=O)c1csc(C(=O)Nc2ccc(F)cc2)c1N
0	-4	-1.1	6	-1	i	i	-3	-1	-5	Cc1ccc(NC(=O)CSc2n[nH]c(-c3ccncc3)n2)cc1C
0	-19	0.6	2	0	i	i	-6	4	-1	CSc1ccccc1-c1nnc(-c2ccccc2)o1
-2	-6	-1.8	-1	4	i	i	-1	1	-2	O=S(=O)(NC1CCCCC1)c1ccc(Cl)nc1
2	19	-1.8	-14	0	i	i	4	-1	-7	O=C(Nc1cccc(C(=O)O)c1)/C(=C/c1cccc([N+](=O)[O-])c1)NC(=O)c1cccc(Br)c1
0	-12	0.9	2	1	i	i	-4	-7	0	Cc1ccc(C(C)C)c(OCC(=O)NN=C2CCCC2)c1
2	-4	-0.7	3	0	i	i	-4	-8	2	Cc1ccc(NC(=O)CCNS(=O)(=O)c2ccc3c(c2)CCC(=O)N3)c(Br)c1
3	-8	-2.7	1	-3	i	i	-1	3	-1	Cc1cc(C(=O)NC(CC(C)C)C(=O)O)cc(C)c1[N+](=O)[O-] (stereo not given)
0	-11	1.7	-14	5	i	i	1	0	-2	O=C1c2ccccc2NC(c2ccc([N+](=O)[O-])cc2)N1O (stereo not given)
0&-2	7&0	-1.8&-3.7	-2&-5	0&3	i	i	-5&0	-5&-1	1&3	CN(C)CC(C)(C)CNS(=O)(=O)c1ccc(Cl)c(Cl)c1
0	-6	-0.1	6	1	i	i	5	-1	1	CC12CC(O)C3c4ccc(O)cc4CCC3C1CCC2=O (stereo not given)
2	·	0.0	-6	2	i	i	0	-2	-1	CC(C)C(=O)N1CCC1(C)C(=O)NS(=O)(=O)c1cccs1 (stereo not given)
-2	0	-0.3	-5	4	i	i	0	1	-3	CCOC(=O)/C(=N\NC(=O)c1ccccc1)c1ccccc1
2	9	-2.8	-3	-5	i	i	-4	2	0	N#Cc1ccc(CSc2nc(N)cc(=O)[nH]2)cc1
-2	-12	-9.9	-115	-18	i	i	8	4	4	C=CCn1c(SCC(=O)N(CC)C2CCS(=O)(=O)C2)nnc1-c1ccccc1 (stereo not given)
0	-5	0.6	3	2	i	i	5	0	1	CC1(c2ccc3ccccc3c2)NC(=O)N(CC(=O)O)C1=O (stereo not given)
1	-7	-0.3	-5	1	i	i	-3	-1	3	Clc1ccccc1N=C1SCCS1
-1	-4	-2.2	3	1	i	i	0	4	0	O=C(CN1CCC(n2nnc3cc(F)ccc32)CC1)N1CCCc2ccccc21

Some values from the list:
Rin1 Abl inh, O=C(Nc1cccc(C(=O)O)c1)/C(=C/c1cccc([N+](=O)[O-])c1)NC(=O)c1cccc(Br)c1 = -7
SUMO1-SIM PPI, CN(C)CCN(C(=O)CCS(=O)(=O)c1ccccc1)c1nc2cc3c(cc2s1)OCO3 = 0
NadD block, CC1(c2ccc3ccccc3c2)NC(=O)N(CC(=O)O)C1=O (stereo not given) = 5
SUMO1-SIM PPI, O=C(CC12CC3CC(CC(C3)C1)C2)NC(=S)NCc1ccccc1 = 0
NadD block, CN(C)CC(C)(C)CNS(=O)(=O)c1ccc(Cl)c(Cl)c1 = -5&0

(list continues)
STEP block	Scp-1 inhibitor	LMPTP block	SUMO1-SIM PPI	DNMT1 inh	Rpn11 inh	Neddyl block	NadD block	CSN deneddyl inh	Rin1 Abl inh	molecule
-2	-17	5.0	-1	-18	i	i	1	-1	-3	CC(C)N(C(=O)[C@H]1CC(CC(=O)NCc2cccc(C(F)(F)F)c2)C(=O)N2CCc3c([nH]c4ccccc34)[C@]12C)C(C)C (stereo not given in full)
1	1	1.4	-35	5	i	i	2	2	-2	CCC[C@@H](CN1CCC[C@H]1CN1C(N)=NC[C@H]1CC(C)C)N1C[C@@H]([C@H](C)CC)N(CCCC2CCCC2)C1=N
-1	8	4.6	0	-10	i	i	-1	0	4	COc1ccc(C(=O)CSc2nnc(CNc3ccc(C)cc3C)n2Cc2ccco2)cc1
-2	-8	-0.3	3	1	i	i	3	-1	2	Cc1cccc(N(CC(=O)NC2CCCC2)C(=O)CCCC(=O)Nc2ccccn2)c1
1	-4	-0.1	1	1	i	i	-2	2	-2	COc1ccc(Cc2c(O)nc(SCC(=O)N3CCCCCC3)[nH]c2=O)cc1
5	19	0.6	9	8	i	i	11	-2	0	O=C(O)CCC(=O)N1CCc2cc(S(=O)(=O)N3CC=C(c4ccccc4)CC3)ccc21
4	14	0.0	45*	-2	i	i	-2	0	-1	CC(C)CCNC(=O)NC(=O)COC(=O)c1cc(S(=O)(=O)N2CCOCC2)ccc1N1CCCCC1
-1	-2	-0.5	10	1	i	i	-6	-2	-1	CCOC(=O)N1CCN(c2ccc(C(F)(F)F)cn2)CC1
-2	-5	0.4	3	0	i	i	1	0	1	COC(=O)c1cc(NC(=O)CC2CCCC2)cc(C(=O)OC)c1
-2	-11	-1.7	3	9	i	i	-3	5	-1	NC(=O)C1CCN(C(=O)CCC(=O)c2ccc(Br)cc2)CC1
0	-7	2.8	-3	-25	i	i	0	1	3	O=C(CCc1nc2ccccc2[nH]1)Nc1ccc2c(c1)OCO2
-1	-10	-1.4	2	-2	i	i	-2	-5	0	O=C(N/N=C/c1ccc(O)cc1)c1csc2c1CCCC2
0	-6	-0.6	-20	2	i	i	3	-2	-1	CCCOc1ccccc1NC(=O)c1ccc([N+](=O)[O-])cc1
2	3	0.3	5	0	i	i	1	-2	-2	Cc1nnc(NC(=O)CSc2nnc(Cc3cccn3C)n2CCc2ccccc2)s1
-3	-5	-2.0	0	4	i	i	3	0	-3	CCc1nc(CNC(=O)C2CCC(=O)N(Cc3ccccc3F)C2)no1 (stereo not given)
1	-1	-1.2	4	9	i	i	-4	6	3	O=C(CSc1nnc2c(n1)[nH]c1ccccc12)NCc1ccccc1F
-1	-12	6.2	-3	-18	i	i	13	1	1	O=C(NC(Cc1c[nH]c2ccccc12)C(=O)OCC(=O)c1cccc2ccccc12)c1cccs1 (stereo not given)
-3	-6	-1.0	-10	5	i	i	-4	2	-7	CCOC(=O)C1CCN(C(=O)COC(=O)CNC(=O)c2sc3ccccc3c2Cl)CC1
1	-17	3.5	-1	-8	i	i	-7	-1	1	CC1CCc2c(C(=O)Oc3cccc(-n4cnnn4)c3)csc2C1 (stereo not given)
0	-6	1.1	5	-9	i	i	-8	-7	3	C=CCn1c(N)c(C(=O)Nc2ccc(C)c(C)c2)c2nc3ccccc3nc21
-2	-1	0.0	-7	-3	i	i	-4	3	1	CCN(C(=O)COC(=O)CNC(=O)c1ccc2ccccc2c1)C1CCS(=O)(=O)C1 (stereo not given)
0	6	0.1	-16	-5	i	i	-5	-1	0	COc1ccc(OC)c(C(=O)NC(CC(N)=O)c2ccc(NCc3ccc(F)c(F)c3)c([N+](=O)[O-])c2)c1 (stereo not given)

Three records drawn at random from the list so far:
STEP block	Scp-1 inhibitor	LMPTP block	SUMO1-SIM PPI	DNMT1 inh	Rpn11 inh	Neddyl block	NadD block	CSN deneddyl inh	Rin1 Abl inh	molecule
2	19	-1.8	-14	0	i	i	4	-1	-7	O=C(Nc1cccc(C(=O)O)c1)/C(=C/c1cccc([N+](=O)[O-])c1)NC(=O)c1cccc(Br)c1
-3	-5	-2.0	0	4	i	i	3	0	-3	CCc1nc(CNC(=O)C2CCC(=O)N(Cc3ccccc3F)C2)no1 (stereo not given)
1	1	1.4	-35	5	i	i	2	2	-2	CCC[C@@H](CN1CCC[C@H]1CN1C(N)=NC[C@H]1CC(C)C)N1C[C@@H]([C@H](C)CC)N(CCCC2CCCC2)C1=N
